Compound activity deposited in PubChem BioAssay by several laboratories.
GalR3 antag: antagonists of human GalR3; O60755; HEK293 GalR3-CNG cAMP membrane potential fluorescence; galR3 body fused to GalR1 C-terminus; 360,000 tested, 0.44% active; inhibition, % at 3 µM;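 active means inhibition above the screen-wide average plus 3 SD, cut at about 13% in these data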;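 further: forskolin and galanin both at EC90 stimulate the cells; cAMP rise reported by CNG channel membrane potential dye signal; 0% = forskolin plus galanin with DMSO and 100% = forskolin alone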
Target sequence (O60755 1-299 limits assumed): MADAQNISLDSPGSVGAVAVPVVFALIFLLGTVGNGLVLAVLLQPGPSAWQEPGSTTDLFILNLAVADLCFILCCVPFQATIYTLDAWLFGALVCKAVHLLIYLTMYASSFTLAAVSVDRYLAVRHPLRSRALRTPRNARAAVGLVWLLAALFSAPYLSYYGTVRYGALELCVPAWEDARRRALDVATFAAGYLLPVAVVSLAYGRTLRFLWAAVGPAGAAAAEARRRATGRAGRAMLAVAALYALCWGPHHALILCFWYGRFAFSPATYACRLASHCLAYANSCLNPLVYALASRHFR
MEKK2 WT-MEK5: raises or lowers MEK5 binding to wildtype human MEKK2 PB1 domain | AID 1531 | bead flow cytometry, Alexa488-MEK5 binding to MEKK2 WT; actives lie on both sides | 290,000 tested, 1.1% active | binding response (% of control), % at 10 µM; in the data active means binding response below about 67% or above about 130%
PHOSPHO1 inh: blocks human PHOSPHO1 phosphatase activity | Q8TCT1 | recombinant PHOSPHO1, absorbance phosphatase assay | inhibition, % at 13.3 µM | 290,000 tested, 1.1% active; in the data active means inhibition above about 60%
Target sequence (Q8TCT1 whole entry, looked up): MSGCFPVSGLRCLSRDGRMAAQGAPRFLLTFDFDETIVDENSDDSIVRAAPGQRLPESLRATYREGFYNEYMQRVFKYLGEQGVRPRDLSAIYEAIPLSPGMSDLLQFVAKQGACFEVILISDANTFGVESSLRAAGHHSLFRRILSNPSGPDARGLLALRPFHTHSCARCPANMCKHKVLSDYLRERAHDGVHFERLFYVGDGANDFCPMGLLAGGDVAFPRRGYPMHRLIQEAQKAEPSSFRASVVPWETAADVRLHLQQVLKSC
OXTR ag: activates the human oxytocin receptor. 320,000 tested, 0.32% active. CHO-OTR cells, Fluo-8 calcium fluorescence; normalized: DMSO 0%, oxytocin 100%. P30559. activation, % at 3 µM. AID 2435;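 active means activation above the mean of all tested compounds plus 3 SD, cutoff set per screening run, cut at about 20% in these data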;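 further: peak over basal fluorescence ratio from a 100 s FLIPR kinetic read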
Target sequence (P30559 whole entry, looked up): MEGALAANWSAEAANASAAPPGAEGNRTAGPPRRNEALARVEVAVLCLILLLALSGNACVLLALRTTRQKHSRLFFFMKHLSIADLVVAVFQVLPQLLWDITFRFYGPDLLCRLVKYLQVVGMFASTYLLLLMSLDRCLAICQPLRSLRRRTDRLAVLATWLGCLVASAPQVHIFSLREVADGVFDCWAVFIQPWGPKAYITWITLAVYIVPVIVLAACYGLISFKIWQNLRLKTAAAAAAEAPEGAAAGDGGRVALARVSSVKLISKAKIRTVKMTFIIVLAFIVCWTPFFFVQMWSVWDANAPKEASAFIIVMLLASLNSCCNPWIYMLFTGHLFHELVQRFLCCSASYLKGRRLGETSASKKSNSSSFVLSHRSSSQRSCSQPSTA
V1aR counter: counter-screen for oxytocin receptor agonists: human V1a receptor agonists; P37288; CHO-V1R cells, Fluo-8 calcium fluorescence, agonist mode; 0% DMSO, 100% 3 nM vasopressin; activation, % at 3 µM; 320,000 tested, 0.25% active;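 active means activation above the mean activation of all tested compounds plus 3 SD, per screening run, cut at about 20% in these data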;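 further: signal is peak over basal fluorescence ratio across a 100 second FLIPR read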
NALP1 inh: inhibitors of NALP1 inflammasome in yeast; S. cerevisiae NALP1/ASC/caspase-1 growth, X-gal OD620, 72 h; inhibition, % at 10 µM; 280,000 tested, 0.61% active; in the data active means inhibition mostly above about 24%, no sharp cut-off; inactive means mostly below about 32%; further: some compounds called inactive have numbers as strong as hits
GPR7 antagonist: human neuropeptides B/W receptor 1 antagonism; P48145; GPR7-expressing cells, fluorescence antagonist assay; inhibition, % at 4.4 µM; 290,000 tested, 1.1% active; AID 1861; in the data active means inhibition above about 16%, passing the limit was not always enough;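 further: cells stimulated with the agonist NPW; 0% = agonist with vehicle and 100% = vehicle without agonist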
MEKK2mut PB1 HTS: signal of MEK5 binding to mutant human MEKK2 PB1 domain | bead flow cytometry, Alexa488-MEK5 binding to MEKK2 mutant | 290,000 tested, 0.35% active | percent response, % at 10 µM | AID 1530; in the data active means percent response above about 24%, passing the limit was not always enough; further: inactives centre near 1; some results filed as inactive read as strong as hits; reference of the scale not given here
MEKK3 PB1 HTS: MEKK3-MEK5 PB1 interaction, increase or decrease; Q99759; bead-based flow cytometry, Alexa488-MEK5 binding to MEKK3; actives lie on both sides; 0 = blocked by unlabeled MEK5, 100 = vehicle; binding response (% of control), % at 10 µM; 290,000 tested, 1.4% active;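 active means binding response more than 3 SD above or below the average of its plate-row segment, actives on both sides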;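 further: Alexa488 bead fluorescence after subtracting the streptavidin-only scavenger bead signal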
* = called active by the depositor; x = not tested or not shown.

SMILES	GalR3 antag	MEKK2 WT-MEK5	PHOSPHO1 inh	OXTR ag	V1aR counter	NALP1 inh	GPR7 antagonist	MEKK2mut PB1 HTS	MEKK3 PB1 HTS
CCOc1ccc(/C=C/C(=O)c2cc(Br)ccc(=O)c2O)cc1	-2	96	2	7.2	2.6	0	-23	1	101
Cc1ccc[n+](CC(=O)Nc2cccc(Cl)c2)c1	-10	107	45	2.0	0.1	5	-6	3	99
COc1ccccc1N(C)S(=O)(=O)c1ccc(C(=O)OCC(N)=O)cc1	-6	96	32	1.8	1.7	16	1	-4	98
COc1ccc(C(=O)O/N=C(\N)c2cccc(C)c2)cc1OC	-13	110	25	-0.6	0.6	16	-3	5	107
Cc1ccnc(NC(=O)CCC(=O)N(CC(=O)NCc2ccccc2)c2ccc3c(c2)OCO3)c1	0	109	-4	-2.1	1.1	2	-9	4	105
CCOC(=O)c1ccc(CNC(=O)Cn2nnc(-c3cccc(C)c3)n2)o1	x	83	8	-0.8	0.4	6	-11	-16	86
CCC(CC)C(=O)Nc1nnc(-c2cccs2)s1	-5	102	58	-2.2	-1.2	21	-5	2	102
S=C1NC2(CCCCC2)NN1c1ccccc1	-7	107	49	-0.6	-0.8	9	-17	13	105
COc1cc(CC(=O)OCC(=O)Nc2cc([N+](=O)[O-])ccc2F)cc(OC)c1OC	-2	115	4	0.8	2.5	20	-2	24	102
O=C(NCCN1C(=O)S/C(=C\c2cccs2)C1=O)[C@H](Cc1ccccc1)N1C(=O)c2ccccc2C1=O	-7	99	1	-0.3	0.0	20	-8	-1	107
CCC(CC)c1nnc(NC(=O)C2CC(=O)N(CCc3ccc(F)cc3)C2)s1 (configuration not stated)	-6	95	3	1.6	5.6	-1	7	-2	101
O=C(c1ccco1)N1CCN(C(=O)c2ccccc2NS(=O)(=O)c2ccc(F)cc2)CC1	1	85	-4	-0.4	0.7	11	-6	-9	88
Fc1cccc(-n2ncc(-c3nnnn3-c3ccccc3)c2C(F)(F)F)c1	-7	94	-13	-1.7	-0.4	-6	-14	-2	93
CCC(Sc1nccn1C)C(=O)Nc1cccc2ccccc12 (configuration not stated)	-3	103	-6	4.3	-0.5	-68	13	2	96
C=CCC1=C/C(=C\c2c(N)n3nc(CC(=O)N4CCCC4)sc3nc2=O)C=C(OC)C1=O	-7	80	29	10	4.0	29	7	-7	93
COc1ccc(OC)c(C(=O)c2ccc(C(=O)N3CCN(Cc4csc(C)n4)CC3)cc2)c1	-5	95	-10	-0.2	1.3	8	-17	-1	103
Cc1ccc(CNC(=O)c2cc(=O)c3ccccc3o2)cc1	-2	99	22	5.3	19	-8	-10	-1	100
CN1CCc2c(sc(/N=C/c3c[nH]c4ccccc34)c2C(N)=O)C1	-3	112	16	-0.8	1.4	-6	-7	3	93
CC1CCc2c(nc3ncnn3c2NCCc2ccccc2F)C1 (configuration not stated)	1	100	-19	-1.3	3.1	-16	-8	0	99
COC(=O)c1[nH]nc2c1C(=O)N(Cc1ccccc1)C2=O	-4	110	5	-2.8	-0.9	-15	-13	8	107
O=C(NCCCCCCCCCNC(=O)C(F)(F)F)C(F)(F)F	-4	106	-19	-0.1	1.1	-8	-8	9	100
CCCCn1c(NCc2cccs2)nc2ccccc21	-2	101	44	-1.2	0.9	28	13	0	97
COc1ccc(C(=O)NCCNc2nc3cc(C)c(C)cc3cc2C)cc1	-12	117	52	4.4	7.2	-11	12	9	108
CC1CCN(S(=O)(=O)c2cccc(-c3csc(-c4cccnc4)n3)c2)CC1	-3	99	-34	-2.1	-0.8	-12	1	6	101
CCCCNC(=O)c1oc2ccc(S(=O)(=O)N3CCCC3)cc2c1C	-2	100	11	1.5	1.6	9	-13	-2	99
O=C(Nc1nnc(-c2ccc(Cl)cc2)o1)c1cccc(N2C(=O)CCC2=O)c1	-2	97	6	-1.0	0.0	11	-14	-2	102
CCOc1ccc(-n2c(=O)[nH]cc(C(=O)N3CCCc4ccccc43)c2=O)cc1	-4	94	30	-0.6	0.3	16	17	-1	103
Cc1ccc(C)c(OCc2cc(C(=O)N3CCN(C(=O)c4ccco4)CC3)no2)c1	-4	106	33	3.6	6.3	15	-2	3	96
C=CCC(O)(CCN1CCCCC1)c1ccccc1 (configuration not stated)	1	106	6	0.7	0.4	6	-6	17	106
Oc1ccc(Br)cc1CNc1nccs1	-2	104	19	0.8	0.7	18	-13	2	103
O=C(c1cc2ccccc2oc1=O)N1CCN(c2ccc(N3CCOCC3)nn2)CC1	0	105	14	0.6	0.3	27	-3	4	104
Fc1ccc(CSc2nnc(-c3cccnc3)n2Cc2ccco2)cc1	-4	97	45	0.8	0.4	27	1	-1	102
O=[N+]([O-])c1cccnc1N1CCOCC1	-4	113	-3	-0.1	-0.2	8	0	8	104
COc1ccc(C2C(C(C)=O)=C(O)C(=O)N2c2nc3ccccc3s2)cc1OC (configuration not stated)	-2	80	-29	0.8	-0.4	-2	0	-10	84
COc1ccccc1Cn1c(=S)[nH]c2cc(C(=O)NCCN(C)C)ccc2c1=O	-10	127	42	-0.7	-0.8	-1	-5	21	109
CCC(=O)Nc1ccccc1C(=O)N1CCCC1	0	101	11	0.4	-0.1	12	2	2	95
CC1CCC2C(=O)N(c3ccc(C(=O)NCc4ccccc4)cc3)C(=O)C2C1 (configuration not stated)	-3	105	0	2.4	2.1	26	-7	0	106
Cc1nn(CC(=O)c2ccc(Cl)cc2Cl)c(C)[n+]1N	-2	102	-4	-0.1	0.1	7	-5	0	106
O=C(c1ccc(Cl)cc1[N+](=O)[O-])N(Cc1ccccc1)Cc1ccccc1	x	106	-18	-1.2	-1.2	36	-10	-2	106
O=C(NCCCN1CCCC1=O)c1ccc2c(=O)n(-c3ccccc3F)c(=S)[nH]c2c1	3	90	-3	-0.9	0.2	12	1	-14	100
N#CCOC(=O)[C@H](Cc1c[nH]c2ccccc12)NS(=O)(=O)c1ccc(Cl)cc1	-12	97	31	5.9	7.9	2	43*	-3	100
CCOC(=O)c1ccc(S(=O)(=O)NCC(c2ccc(N(C)C)cc2)c2c[nH]c3ccccc23)cc1 (configuration not stated)	-4	102	-9	-0.7	0.3	x	-18	-1	131
O=C(COC(=O)C1(c2ccccc2F)CCCC1)N1CCc2ccccc21	1	102	-4	-1.9	-0.9	x	-8	0	110
O=C(NCCc1ccccc1)c1cnc2n(c1=O)CCS2	-6	109	-13	0.9	-0.3	2	-6	-1	120
Cc1cc(-c2ccccc2)nc2cc(C(N)=O)nn12	-1	102	-26	-1.6	-0.9	-2	-16	18	98
O=C(Nc1cc(C(F)(F)F)ccc1N1CCOCC1)c1cccs1	-6	108	-3	-2.3	1.8	-8	-5	3	105
COc1ccc(C(=O)N2CCOC2CNC(=O)C(=O)NCCc2ccccc2OC)cc1 (configuration not stated)	-2	108	43	0.1	1.7	5	-16	10	106
O=C(c1ccc(S(=O)(=O)N2CCOCC2)cc1)N(c1ccc(F)cc1)C1C=CS(=O)(=O)C1 (configuration not stated)	0	98	-14	0.8	0.0	26	-9	-2	99

Given with values under each structure: 5 of the compounds above.
Screens in order: GalR3 antag	MEKK2 WT-MEK5	PHOSPHO1 inh	OXTR ag	V1aR counter	NALP1 inh	GPR7 antagonist	MEKK2mut PB1 HTS	MEKK3 PB1 HTS
- Cc1ccnc(NC(=O)CCC(=O)N(CC(=O)NCc2ccccc2)c2ccc3c(c2)OCO3)c1
    0	109	-4	-2.1	1.1	2	-9	4	105
- CCOC(=O)c1ccc(CNC(=O)Cn2nnc(-c3cccc(C)c3)n2)o1
    x	83	8	-0.8	0.4	6	-11	-16	86
- CCC(CC)C(=O)Nc1nnc(-c2cccs2)s1
    -5	102	58	-2.2	-1.2	21	-5	2	102
- S=C1NC2(CCCCC2)NN1c1ccccc1
    -7	107	49	-0.6	-0.8	9	-17	13	105
- COc1cc(CC(=O)OCC(=O)Nc2cc([N+](=O)[O-])ccc2F)cc(OC)c1OC
    -2	115	4	0.8	2.5	20	-2	24	102

Remaining list, next part.
SMILES	GalR3 antag	MEKK2 WT-MEK5	PHOSPHO1 inh	OXTR ag	V1aR counter	NALP1 inh	GPR7 antagonist	MEKK2mut PB1 HTS	MEKK3 PB1 HTS
COc1ccc(Cn2c(-c3ccc(Cl)cc3)c[n+]3ccccc23)cc1	-5	112	-6	-1.0	1.4	x	8	21	99
O=C(c1cc2c(=O)n3ccccc3nc2s1)N1CCOCC1	-5	x	-6	0.8	-0.6	0	-11	x	x
CCOc1ccc(/C(O)=C2/C(=O)C(=O)N(CCCn3ccnc3)C2c2cccs2)cc1Cl (configuration not stated)	-6	108	22	-1.1	0.1	-1	-5	8	109
Cc1c(NC(=O)c2ccccc2NS(=O)(=O)c2ccc(Br)cc2)c(=O)n(-c2ccccc2)n1C	-3	94	30	-1.0	0.2	17	8	1	94
CN(C)S(=O)(=O)N1CCCC(C(=O)c2ccc(C(F)(F)F)cc2)C1 (configuration not stated)	-8	99	51	3.6	4.7	8	-4	-7	94
CC(C)CCN1CCN=C1Nc1ccccc1	-4	98	-13	0.9	0.0	17	19	-10	94
Cc1cc(C)c(C)c(S(=O)(=O)N2CCC(C(=O)Nc3ccncc3)CC2)c1C	-1	105	58	3.8	5.6	1	-17	6	102
Cc1c(Nc2nc3ccccc3nc2NS(=O)(=O)c2ccccc2)c(=O)n(-c2ccccc2)n1C	3	97	15	0.2	0.4	-10	-7	1	100
COC(=O)c1ccc(CSc2nnc(Nc3cccc(OC)c3)s2)o1	-2	107	49	-1.3	1.2	1	46*	4	97
C=CCc1cccc(Cl)c1OCCCNC1CCCC1	-11	110	x	3.0	4.7	27	30*	4	98
Cc1ccc(CCNC(=O)Cn2ccc3cc(S(=O)(=O)N4CCCC4)ccc32)cc1	1	97	22	1.2	2.4	-2	4	1	95
O=C(CNS(=O)(=O)c1ccc(F)c(Cl)c1)N1CCCCCC1	-2	106	-7	-1.1	0.4	32	4	-2	119
COc1ccc(NC(=O)CSc2nc3ccccc3c(=O)n2CCC(=O)N2CCCCC2)cc1	-2	93	24	-1.9	-0.3	7	-9	0	96
CC(C)(C)OC(=O)N1CCC2(CC1)Oc1ccc(F)cc1C(=O)C21CC(c2ccc(Cl)cc2)=NO1 (configuration not stated)	x	101	x	-1.1	0.2	x	x	0	101
CC(=O)Nc1nnc(C)s1	x	120	-2	0.8	0.7	-11	8	15	121
O=C(NCc1ccc(F)cc1)C1CCC(=O)N1CCc1ccccc1 (configuration not stated)	-5	111	4	-0.2	-0.7	-8	-11	3	107
Cc1ccc(NC(=O)CC2C(=O)NC3CCCCC3N2C(=O)c2ccc(F)cc2)cc1C (configuration not stated)	2	104	-61	0.2	0.7	4	-11	0	105
Cc1ccnc(SCC(=O)c2ccc([N+](=O)[O-])cc2)n1	3	100	6	-0.6	0.7	6	-2	10	102
O=C1OCCN1C(=O)[C@H]1[C@H](c2ccc(F)cc2)C(c2ccc(F)cc2)=NN1c1ccc(Br)cc1	x	98	-11	-0.2	-0.7	21	-9	6	105
CN1CCN(C(=O)c2ccccc2N(Cc2ccccc2)S(C)(=O)=O)CC1	-1	103	-20	0.0	0.9	8	-10	4	103
O=C(CSc1nnc(-c2ccc(O)cc2)o1)Nc1ccccc1	-7	101	35	5.3	2.0	14	-12	-2	98
Cc1ccccc1OCCN1CCC(Cc2ccccc2)CC1	2	113	51	2.1	1.9	6	11	9	103
CCOC(=O)CSc1nc(C)cc(C)c1C(N)=O	4	93	2	1.5	0.2	7	-4	-2	93
OCCCCNc1cccc2ccccc12	-8	91	6	0.7	1.3	20	-12	-8	93
Cc1nnc(NC(=O)Cn2cnc3c2c(=O)n(C)c(=O)n3C)s1	-5	100	-10	1.3	-0.6	-72	-4	3	105
CC1Cc2ccccc2N1C(=O)COC(=O)c1cccnc1Cl (configuration not stated)	-4	102	0	0.9	1.5	-3	-12	5	96

Compounds were not picked by outcome. About 5.4% of those tested had a hit in this group.
